ERp5 inh: inhibitors of human ERp5; Q15084; ERp5 insulin aggregation, absorbance 650 nm, 90 min; inhibition, % at 9.99 µM; actives 0.05% (n = 350,000); AID 651711;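 active = mean replicate inhibition above about 25%, with every replicate also reaching it, limit read from the data, passing the limit was not always enough; inconclusive = only one of those two criteria met; inactive = neither criterion met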
DENV2 CPE: DENV2-induced cell death inhibition | DENV2-infected cells, cytopathic effect rescue, plate reader | CPE inhibition, % at 9.99 µM | actives 1.7% (n = 350,000) | AID 651640; in the data active = CPE inhibition above about 20%, passing the limit was not always enough; inconclusive = no clear call, values can overlap the other calls; tested in BHK-21 cells;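 note: 0% = median of neutral control wells and 100% = median of positive control wells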
CASP6 VEID inh: caspase-6 (human) enzyme inhibition; inhibition, % at 12.5 µM; actives 0.53% (n = 350,000); purified caspase-6, Z-VEID-R110 cleavage fluorescence; P55212;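 active = mean inhibition across replicates at least about 35%, with every replicate also reaching that limit, limit read from the data; inconclusive = only one of the two criteria met; inactive = neither criterion met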;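 note: 0% = median of neutral control wells and 100% = no fluorescence left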
Target sequence (P55212 24-179 limits assumed): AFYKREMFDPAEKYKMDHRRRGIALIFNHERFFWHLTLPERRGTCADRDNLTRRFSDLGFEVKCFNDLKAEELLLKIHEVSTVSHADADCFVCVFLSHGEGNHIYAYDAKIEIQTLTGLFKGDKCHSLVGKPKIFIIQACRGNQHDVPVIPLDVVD
Target sequence (P55212 194-293 limits assumed): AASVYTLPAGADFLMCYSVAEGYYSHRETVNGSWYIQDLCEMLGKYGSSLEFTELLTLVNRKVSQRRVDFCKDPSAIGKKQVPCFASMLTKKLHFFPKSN
F508del corr: correctors of CFTR F508del function in bronchial epithelial cells | CFBE cells, YFP halide quenching; stimulated with forskolin plus potentiator P3; % fluorescence drop versus neutral controls | activity (quench increase), % at 7.58 µM | actives 0.36% (n = 350,000) | AID 720511;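 active = mean added fluorescence quench of at least 8% versus neutral control, with both replicates also reaching 8%; inconclusive = only one of the mean or replicate conditions met; inactive = mean below 8% and not both replicates reaching 8%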;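 note: cells transiently co-express mutant CFTR-F508del with the halide-sensitive YFP; corrector assay measuring rescue of mutant channel to the surface after 24 h compound exposure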
miR122 inh: blocks miR-122 activity in Huh7 sensor cells; Huh7 miR-122 Renilla luciferase sensor, 48 h; neutral wells = 0, positive control = 100; activation (reporter increase), % at 12.5 µM; actives 0.3% (n = 340,000); AID 602342;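 active = mean replicate activation score at least 90 and every replicate individually at or above 90; inconclusive = only one of the two criteria met; inactive = neither criterion met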;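 note: higher luciferase means less miR-122 activity so hits act as miR-122 inhibitors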
ERAP1 inh: ERAP1 (human) enzyme inhibition. Q9NZ08. recombinant ERAP1, Leu-AMC fluorescence, 60 min. inhibition, % at 10.7 µM. actives 0.15% (n = 340,000). AID 652197;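 active = mean replicate inhibition of at least 30%, or all replicates individually reaching that 30% level; inactive = mean below 30% and not every replicate reaching it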;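 note: 0% = neutral control wells and 100% = L-leucinethiol positive control wells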
SIRT5 block: blocks human SIRT5 desuccinylation of peptide. Q9NXA8. Purified SirT5, succinyl-peptide AMC, trypsin-coupled fluorescence. inhibition, % at 15 µM. actives 1.1% (n = 330,000). AID 652115; in the data active = inhibition above about 15%; inconclusive = no clear call, values can overlap the other calls
Target sequence (Q9NXA8 whole entry, looked up): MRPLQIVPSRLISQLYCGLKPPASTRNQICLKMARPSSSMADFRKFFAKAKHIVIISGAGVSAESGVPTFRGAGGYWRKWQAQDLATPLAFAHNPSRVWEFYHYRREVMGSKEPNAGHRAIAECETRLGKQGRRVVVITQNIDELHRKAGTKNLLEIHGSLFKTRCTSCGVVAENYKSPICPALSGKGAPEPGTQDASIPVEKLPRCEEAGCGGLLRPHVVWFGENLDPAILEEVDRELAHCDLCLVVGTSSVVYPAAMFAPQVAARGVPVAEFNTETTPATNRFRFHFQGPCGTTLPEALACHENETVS
Active calls of the source: *; u = inconclusive; x = not tested or not shown; [ ] = dose if it differs, or a comment. Hits appear at their usual frequency (roughly 4% active in at least one column).

molecule,ERp5 inh,DENV2 CPE,CASP6 VEID inh,F508del corr,miR122 inh,ERAP1 inh,SIRT5 block
CCCCN1C(=O)C(=O)N(CC(=O)Nc2cc(S(=O)(=O)N(C)C)ccc2C)C1=O,4.4,-10.5,0.0,6.1,-8.7,-3.5,-4.1
CC(C)(C)c1ccc(C2(C)NC(=O)NC2=O)cc1 (configuration not stated),-0.9,0.7,-3.3,1.2,-2.5,-6.8,-0.2
C[C@H]1CN([C@@H](C)CO)C(=O)c2cc(-c3ccccc3F)cnc2O[C@H]1CN(C)C(=O)NC1CCCCC1,-7.0,-0.7,0.6,2.7,0.2[16.7 µM],-3.4,-2.3
CN(C)C(=O)[C@@H]1[C@@H](CO)[C@@H]2Cn3c(cccc3=O)[C@@H]2N1C(=O)C1CCC1,6.4,0.0,1.8,x,x,1.1,0.9
CC1(C)Cc2ccccc2-c2nnc(-c3ccccn3)n21,6.0,-2.8,-1.3,-5.0,x,1.7,-0.8
CO[C@H]1CN(C)C(=O)c2cc(NC(=O)Nc3ccc(F)cc3)ccc2OC[C@@H](C)NC[C@@H]1C,-0.4,5.3,-1.4,-4.4,1.8[16.7 µM],-2.4,-4.4
CCOc1ccc(NC2OC(CO)C(O)C(O)C2O)c([N+](=O)[O-])c1 (configuration not stated),5.5,0.8,-0.7,-1.5,x,-0.3,-2.2
COc1ccc(NC(=O)C2(C)Cc3c(-c4cccc(NC(C)=O)c4)ccnc3O2)cc1OC (configuration not stated),3.1,-0.8,-0.5,-0.5,6.3,0.6,-6.3
Cc1noc(C)c1NC(=O)Nc1ccc2c(c1)C(=O)N([C@H](C)CO)C[C@@H](C)[C@H](CN(C)Cc1ccncc1)OCCCC[C@@H](C)O2,1.9,3.2,0.0,-2.1,2.7[16.7 µM],2.0,-3.0
Cc1ccc(S(=O)(=O)N(C)C)cc1NC(=O)COC(=O)Cc1ccsc1,2.2,2.7,1.5,-3.7,1.0,2.2,-4.3
COCCCN1C(=O)C(=O)/C(=C(/O)c2ccc(OC)cc2)C12C(=O)N(C)c1ccccc12 (configuration not stated),u,-2.5,3.9,-0.7,0.5,x,x
NS(=O)(=O)c1cc(C(=O)NCC2CCCCC2)ccc1Cl,3.0,-3.5,2.6,2.3,-0.2,-3.1,-2.6
COCCN=C1NN=C(c2cc(C)n(CC3CCCO3)c2C)CS1 (configuration not stated),-0.5,-9.0,-2.7,-2.3,x,-0.3,2.5
COc1ccccc1-c1ocnc1C(=O)N1CCN(C(=O)C(c2ccccc2)c2ccccc2)CC1,0.0,4.7,3.3,-0.7,x,-2.0,-4.2
COc1cccc(C#Cc2ccc3c(c2)O[C@H](CN(C)S(=O)(=O)c2ccccc2F)[C@@H](C)CN([C@H](C)CO)S3(=O)=O)c1,3.6,-13.5,-2.4,1.6,12.6[16.7 µM],-1.0,3.9
CSc1ccc(/C=C2\CCn3c2nc2cc(C(=O)O)ccc2c3=O)cc1,-1.0,3.6,-3.4,2.6,-2.9,0.5,1.2
CC(/C=N/n1c(-c2ccccn2)n[nH]c1=S)=C\c1ccccc1,2.1,0.9,0.4,-2.4,-2.9,1.9,-2.7
Cc1cccc(C)c1NC(=O)C1CCN(C(=O)c2cccs2)CC1,1.8,-2.3,0.0,1.3,x,-5.3,-5.4
COc1ccc(CN(C)C[C@@H]2Oc3ccc(NC(=O)CCCN(C)C)cc3C(=O)N([C@H](C)CO)C[C@H]2C)cc1,2.1,-0.2,-18.3,-0.5,2.6[16.7 µM],2.1,-0.6
C[C@@H]1CCCCO[C@@H](CN(C)C(=O)Nc2cccc3ccccc23)[C@H](C)CN([C@@H](C)CO)C(=O)c2cc(NS(=O)(=O)c3ccc(Cl)cc3)ccc2O1,-3.7,13.9,-3.2,3.9,-11.3[16.7 µM],-1.5,7.3
CCC(CC)C(=O)Nc1ccc(S(=O)(=O)Nc2nccs2)cc1,5.4,6.3,1.7,-2.6,x,-7.2,-0.7
C[C@@H]1CN([C@@H](C)CO)C(=O)c2cc(NC(=O)c3ccncc3)ccc2O[C@@H]1CN(C)C(=O)Nc1ccc(F)cc1,-0.1,-1.0,0.6,-0.1,4.4[16.7 µM],0.2,-0.4
CCOc1ccccc1CN1CCN(Cc2ccc3cc(F)ccc3n2)CC1CCO (configuration not stated),2.3,11.9,2.4,3.3,-1.8,-4.2,-1.8
O=C(N/N=C/c1ccc(OCC(=O)N2CCCC2)cc1)C(=O)NC1CC1,-13.2,14.9,0.2,0.2,-0.2,1.7,1.0
Cc1cc(C)c(NC(=O)CN(C)C(C)C(=O)N2CCc3ccccc32)c(C)c1 (configuration not stated),-5.6,1.7,-0.1,2.9,x,-4.4,2.1
C[C@H](CO)N1C[C@H](C)[C@@H](CN(C)S(=O)(=O)c2ccc(Cl)cc2)Oc2ccc(NC(=O)CCCCCC(=O)Nc3ccccc3N)cc2C1=O,3.8,-11.8,3.5,0.7,x,0.4,8.4
CCOC(=O)C1CCCN(CCC(=O)Nc2cccc(C)c2)C1 (configuration not stated),2.3,-1.9,-1.3,-1.2,x,-1.8,3.8
COc1ccc2c3c([nH]c2c1)[C@H](CO)N(C(=O)C1CCC1)CC31CCN(Cc2nccs2)CC1,-6.5,40.6*,-4.4,6.9,x,0.0,12.4
C/C=C/c1ccc2c(c1)O[C@@H](CN(C)C(=O)NCCC)[C@H](C)CN([C@@H](C)CO)S2(=O)=O,2.9,4.4,0.9,-0.8,23.8[16.7 µM],-3.4,7.0
Cc1ccccc1-c1cnc2c(c1)C(=O)N([C@@H](C)CO)C[C@H](C)[C@@H](CN(C)Cc1cccnc1)O2,7.3,u,0.7,1.0,-3.1[16.7 µM],-0.9,5.7
COCC(=O)Nc1ccc2c(c1)[C@@H]1C[C@@H](CC(=O)NC3CCCC3)O[C@@H](CO)[C@@H]1O2,-0.1,0.6,0.7,-2.3,1.5[16.7 µM],1.0,-6.8
Cc1ccc(N(CN2CCCC2=O)C(=O)c2ccc(C)c(C)c2)cc1,-8.1,x,1.8,x,-1.7,2.1,-6.1
CCOC(=O)c1ccc(OCCOc2ccccc2C)cc1,0.8,-3.1,-3.4,0.1,-1.9,0.8,-0.8
CCCN(CC(=O)Nc1ccc(F)c(F)c1F)C(=O)c1ccc2c(c1)NC(=O)CS2,1.8,-2.5,2.3,1.1,-7.0,1.0,1.7
CCN1CCCSC1=S,7.6,-6.7,-5.4,2.8,-0.1,-2.5,x
CC(C)CSC1=NSC2=NC(=O)/C(=C\c3ccccc3)C(=N)N12,2.5,8.2,8.9,-0.9,-0.5,2.9,4.2
COC(=O)C1(CO)NC(c2ccc(C)cc2)C2C(=O)N(c3ccccc3)C(=O)C21 (configuration not stated),0.8,-5.1,1.2,-0.1,0.6,0.0,1.3
C=CCN=C1NC(c2ccc(F)cc2)C(C(=O)OC)=C(C)N1Cc1ccccc1C(F)(F)F (configuration not stated),4.1,-11.2,-1.3,1.4,x,-3.3,-0.7
OCCNCc1cccc(OCc2ccccc2Cl)c1,-3.9,x,-2.4,-1.0,x,-0.7,-2.9
COc1ccc(CC(=O)N/N=C(\C)c2cccc(NC(=O)C3CC3)c2)cc1,-3.4,-0.8,0.5,-3.0,x,4.3,-4.1
CCO[C@H]1OC(C(=O)NCc2ccccc2)=C[C@@H](c2csc3ccccc23)[C@@H]1CCCO,0.0,-0.8,1.9,-2.0,x,0.1,-0.7
CCCCNc1c(-c2ccc(OC)c(SC3CCCCC3)c2)nc2ccc(Cl)cn12,2.7,u,5.2,1.8,1.1,-1.8,x
COc1cc(SC)ccc1C(=O)OC(C)C(=O)NC1CCCC1 (configuration not stated),3.1,u,37.8*,x,x,-3.6,-4.5
CCC(=O)c1ccc(OCC(=O)OCC(=O)NC2CCCC2)cc1,2.4,7.4,6.6,1.5,x,1.3,-0.7
COC(=O)C1=C(O)/C(=C\c2ccc(OCC(=O)Nc3ccccc3)cc2)N=C1C,-0.3,2.1,0.6,-0.5,2.7,3.9,-4.5
Cc1cc(OCC(=O)NCCc2c[nH]c3ccccc23)c2c(C)cc(=O)oc2c1,1.0,u,-4.0,-1.7,3.0,x,x
CC(=O)Nc1cc(NC(C)=O)cc(C(=O)OCC(=O)Nc2ccc(S(=O)(=O)NC3=NCCCCC3)cc2)c1,2.8,-3.9,6.0,-1.7,3.1,-4.6,-2.6
CC(C)N(Cc1ccccc1)C(=O)CN1c2cccc3cccc(c23)S1(=O)=O,-2.5,-2.9,-1.9,-1.1,4.9,0.0,x
C[C@H](CO)N1C[C@H](C)[C@@H](CN(C)Cc2ccc(Cl)c(Cl)c2)Oc2c(NS(=O)(=O)c3ccc(Cl)cc3)cccc2C1=O,2.9,-1.2,x,1.6,26.2[16.7 µM],1.2,3.2
COc1ccc(Cl)cc1CC=NNC(=O)c1cccc(C)c1O,-3.9,-1.6,-1.1,1.7,x,0.6,-0.2
CO[C@@H]1CN(C)C(=O)c2cc(NC(=O)Nc3cc(F)ccc3F)ccc2OC[C@H](C)N(C)C[C@H]1C,3.3,10.6,-2.0,-2.0,24.3[16.7 µM],0.3,1.3
CCc1c(C)nc2ccc(Br)cc2c1SCCC#N,-0.4,-0.7,17.6,-1.8,x,0.6,112.4*

An excerpt from above in order of formula weight, ascending:
molecule,ERp5 inh,DENV2 CPE,CASP6 VEID inh,F508del corr,miR122 inh,ERAP1 inh,SIRT5 block
COc1ccc(Cl)cc1CC=NNC(=O)c1cccc(C)c1O,-3.9,-1.6,-1.1,1.7,x,0.6,-0.2
CCc1c(C)nc2ccc(Br)cc2c1SCCC#N,-0.4,-0.7,17.6,-1.8,x,0.6,112.4*
COc1cc(SC)ccc1C(=O)OC(C)C(=O)NC1CCCC1 (configuration not stated),3.1,u,37.8*,x,x,-3.6,-4.5
Cc1cc(OCC(=O)NCCc2c[nH]c3ccccc23)c2c(C)cc(=O)oc2c1,1.0,u,-4.0,-1.7,3.0,x,x
COC(=O)C1=C(O)/C(=C\c2ccc(OCC(=O)Nc3ccccc3)cc2)N=C1C,-0.3,2.1,0.6,-0.5,2.7,3.9,-4.5
CCCCNc1c(-c2ccc(OC)c(SC3CCCCC3)c2)nc2ccc(Cl)cn12,2.7,u,5.2,1.8,1.1,-1.8,x
CO[C@@H]1CN(C)C(=O)c2cc(NC(=O)Nc3cc(F)ccc3F)ccc2OC[C@H](C)N(C)C[C@H]1C,3.3,10.6,-2.0,-2.0,24.3[16.7 µM],0.3,1.3
